AmpC inh no detg: blocks E. coli AmpC beta-lactamase in detergent-free assay. 330,000 tested, 0.52% active. Potency, µM (series often up to 57.1 µM), without a hit: at the top dose activity change, negative = inhibition, usual class: inhibitors. P00811. AmpC nitrocefin hydrolysis, absorbance 480 nm, 0.0001% Triton;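 also: potency is read from the fitted curve at half-maximal effect; plate controls were no compound for no effect and no enzyme for full effect; nearly all actives have a fitted effect of over 20% in size; some results filed as inactive show a strong effect at the top dose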
Target sequence (P00811 whole entry, looked up): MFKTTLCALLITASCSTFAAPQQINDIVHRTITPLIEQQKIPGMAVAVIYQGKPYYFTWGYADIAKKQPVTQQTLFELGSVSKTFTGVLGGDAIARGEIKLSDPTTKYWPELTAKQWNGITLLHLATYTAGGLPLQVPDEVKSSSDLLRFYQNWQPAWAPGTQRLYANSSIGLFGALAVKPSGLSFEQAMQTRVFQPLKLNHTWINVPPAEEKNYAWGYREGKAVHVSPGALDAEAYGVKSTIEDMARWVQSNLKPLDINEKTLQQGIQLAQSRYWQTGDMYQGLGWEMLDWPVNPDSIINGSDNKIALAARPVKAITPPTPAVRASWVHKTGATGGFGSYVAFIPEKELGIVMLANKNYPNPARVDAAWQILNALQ
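AmpC (5.3 nM in the dispensed reagent) in 20 mM phosphate pH 7.0 with 0.01% (detergent screen) or 0.0001% Triton X-100 was preincubated with compounds for 15 min at room temperature. Nitrocefin was then added from an 800 uM solution, and hydrolysis was followed at 480 nm.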
Tb PYK inh: T. brucei pyruvate kinase inhibition; Potency, µM (titrated, usually from 76.8 µM), for inactives: at the highest dose activity, negative = inhibition, actives largely listed as inhibitors; AID 624173; 410,000 tested, 0.12% active; TbPYK enzyme, Kinase-Glo Plus ATP luminescence, 45 min; also: potency is read from the fitted curve at half-maximal effect; nearly all actives have a fitted effect of over 50% in size
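Readout: single end-point luminescence (Kinase-Glo Plus, 10 min). Reaction conditions were TbPYK/substrate plus 130 uM ADP, 45 min at RT, pH 7.2 TEA buffer. No-enzyme wells served as controls, and data were normalized before concentration-response fitting.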
HCMV antiviral: blocks human cytomegalovirus replication; HFF cells, HCMV-luciferase reporter, 72 h; stronger effect = lower value; activity change, negative = inhibition, % at 57.5 µM; 410,000 tested, 4.5% active; in the data active = activity change below about -60%; inconclusive = no clear call, values can overlap the other calls; inactive = above about -39%
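Luciferase read-out from HCMV-luciferase-infected HFFs (MOI 1 PFU/cell) 72 h post infection at 37C; compounds added after 16 h cell attachment; activity normalized between buffer-only basal and Salinomycin (10uM) inhibitor controls.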
AmpC detergent: AmpC beta-lactamase inhibition with detergent present | P00811 | AmpC hydrolysis of nitrocefin, absorbance 480 nm, 0.01% Triton | Potency, µM (series often up to 114 µM), for inactives: at the highest dose activity change, negative = inhibition, hits mostly inhibitors | 370,000 tested, 0.041% active | AID 485294;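 also: potency is read from the fitted curve at half-maximal effect; 0% = no-compound wells and -100% = no-enzyme wells; nearly all actives have a fitted effect of over 25% in size; some results filed as inactive show a strong effect at the top dose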
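20 mM phosphate pH 7.0 + 0.01% (detergent screen) or 0.0001% Triton X-100; 5.3 nM AmpC reagent; cpd preinc 15 min RT; nitrocefin (800 uM stock) to start; A480 q20 s × 4 min; Activity was normalised to no-enzyme and no-compound control wells.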
Sm TGR block: S. mansoni TGR enzyme inhibition; purified TGR, DTNB reduction, TNB absorbance 405 nm; Potency, µM (titrated, usually from 114 µM), without a hit: at the top dose activity change, negative = inhibition, most hits filed as inhibitors; 360,000 tested, 3% active; also: potency is read from the fitted curve at half-maximal effect; nearly all actives have a fitted effect of over 60% in size
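TGR 20 nM + NADPH 100 uM (dispensed conc.), cpd preinc 15 min RT; start with NADPH (500 uM addition) then DTNB (15 mM addition). Kinetic TNB absorbance, 405 nm filter. Four-parameter Hill fit across titration.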
LmPK inh: inhibitors of Leishmania mexicana pyruvate kinase. Q27686. 290,000 tested, 0.37% active. Potency, µM (titrated, usually from 57.5 µM), for the others: at the highest dose activity change, negative = inhibition, most hits filed as inhibitors. purified LmPK, Kinase-Glo ATP luminescence, 1 h; also: potency is read from the fitted curve at half-maximal effect
Target sequence (Q27686 whole entry, looked up): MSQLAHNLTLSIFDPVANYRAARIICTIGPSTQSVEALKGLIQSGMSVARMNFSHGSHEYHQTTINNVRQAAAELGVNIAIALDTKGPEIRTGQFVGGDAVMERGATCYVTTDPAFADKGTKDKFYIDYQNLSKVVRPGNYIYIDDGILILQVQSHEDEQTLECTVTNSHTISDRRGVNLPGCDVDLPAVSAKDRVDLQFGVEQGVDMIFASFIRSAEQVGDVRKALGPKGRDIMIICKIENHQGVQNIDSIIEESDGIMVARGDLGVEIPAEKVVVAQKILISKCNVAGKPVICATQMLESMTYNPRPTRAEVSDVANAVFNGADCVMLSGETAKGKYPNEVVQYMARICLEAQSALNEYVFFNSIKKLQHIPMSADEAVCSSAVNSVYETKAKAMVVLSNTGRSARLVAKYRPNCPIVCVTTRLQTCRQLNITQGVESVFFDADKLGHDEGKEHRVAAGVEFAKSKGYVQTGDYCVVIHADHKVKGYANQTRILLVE
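ATP generated from ADP (0.1 mM) and PEP (0.5 mM) by 0.1 nM LmPK over 1 h at room temperature (pH 7.2 imidazole buffer) was detected by coupled luciferase luminescence. Values were normalized to uninhibited and no-enzyme wells.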
AMA1-RON2 inh: disrupts binding of P. falciparum AMA1 to RON2. 360,000 tested, 0.2% active. Potency, µM (titrated, usually from 58.2 µM), without a hit: top-dose activity change, negative = inhibition, hits mostly inhibitors. AlphaScreen AMA1-biotinylated RON2 peptide binding;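 also: potency is read from the fitted curve at half-maximal effect; 0% = vehicle wells and -100% = peptide control; nearly all actives have a fitted effect of over 45% in size; some results filed as inactive show a strong effect at the top dose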
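AMA1 (3D7) with his tag at 25 nM final met compounds first, then biotinylated RON2 peptide at 25 nM; detection used donor plus acceptor beads, 10 µg/mL apiece, read by AlphaScreen after 30 min at room temperature.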
Active calls of the source: *; ? = inconclusive; / = not tested or not shown; [ ] = remark or other dose. Unless noted, calls follow the shape of the dose curve; as a rule, active = well fitted curve in the direction sought with a large enough effect; inconclusive = small, poorly fitted or top-dose-only effect, or another doubt; inactive = no such curve, though single readings can be large; an effect the other way counts as inactive or inconclusive. Unless noted, % is scaled to controls: 0 for no effect and ±100 for the full control effect.

SMILES | AmpC inh no detg | Tb PYK inh | HCMV antiviral | AmpC detergent | Sm TGR block | LmPK inh | AMA1-RON2 inh
CCOC(=O)c1c(Cl)c(C)nn1-c1nc(OC)cc(OC)n1 | 3% | -9% | -8 | -1% | 7% | 6% | ?
Cc1nc2ccc(C(=O)N3CCN(Cc4ccccc4)CC3)cc2[nH]1 | -4% | -3% | -9 | 4% | 7% | 0% | 3%
O=C(NCCC1=CCCCC1)c1cc2c(s1)CS(=O)(=O)C2 | -24% | -2% | 11 | ? | -14% | 2% | 6%
CC(C)c1ccc(N2C(=O)CC(Sc3ncccn3)C2=O)cc1 (centres undefined) | -11% | -12% | -9 | -20% | -36% | -10% | 5%
O=C(COc1ccccc1Br)N1CCN(C(=O)c2cccs2)CC1 | -4% | -9% | 8 | 3% | -4% | / | 5%
CCN1CCN(C(=O)c2cc(S(=O)(=O)N3CC(C)CC(C)C3)ccc2Cl)CC1 (centres undefined) | 22% | 1% | -17 | -14% | 8% | / | 3%
Cc1ccc(C)c(CS(=O)(=O)c2cn(CC(=O)N(C(C)C)C(C)C)c3ccccc23)c1 | / | 2% | 26 | 0% | -2% | / | /
CCOC(=O)C1CCN(C(=O)Cn2nc(CC)n3c(cc4occc43)c2=O)CC1 | / | 2% | 8 | 24% | 3% | / | /
Cc1cc(NC(=O)c2n[nH]c(=O)c3ccccc23)ccc1Br | -15% | -9% | -16 | 8% | 20% | 3% | -3%
CC(NC(=O)COc1ccc([N+](=O)[O-])cc1)c1ccccc1 (centres undefined) | -22% | -11% | 14 | 0% | 7% | 0% | 12%
COc1cc(COCC(O)CN2C(C)CCCC2C)cc(OC)c1OC (centres undefined) | -8% | 2% | 9 | -9% | 1% | 1% | 6%
c1ccc(OCc2nn3c(-c4ccco4)nnc3s2)cc1 | -22% | ? | -37 | -13% | 0% | 8% | -8%
O=C(Nc1cc(C(F)(F)F)ccc1N1CCOCC1)c1n[nH]c(=O)c2ccccc12 | -1% | 3% | -6 | -9% | -25% | 3% | -7%
COCCNc1ncnc2c1ncn2[C@H]1CN(Cc2ccc3c(c2)OCO3)C[C@@H](CO)O1 | / | -2% | -23 | / | / | / | -4%
CC(=O)c1ccc(C(=O)N2CCc3c([nH]c4ccccc34)C2c2ccccn2)s1 (centres undefined) | 124%[activator] | -2% | 10 | 5% | 0% | 9% | ?
CCCCNCCOCCSc1ccc(Cl)cc1 | 4% | -5% | 11 | -1% | 0% | 0% | -4%
CCCCCn1c(=O)[nH]c2cc(C(=O)NC(C)CC)ccc2c1=O (centres undefined) | / | 1% | -2 | 5% | 5% | / | /
Cc1ccc2c(c1)N(CC(=O)NCc1cccnc1)C(=O)CO2 | -14% | 4% | 23 | -1% | -14% | -1% | 5%
C[C@H](NC(=O)CCCOc1ccc(Cl)cc1Cl)c1nnc2ccccn12 | 51% | 3% | -22 | -1% | -15% | -2% | -4%
O=C(O)c1ccccc1C(=O)NCc1c(Cl)cccc1Sc1ccc(Cl)cc1 | -22% | -1% | ? | -12% | -9% | 9% | 0%
CCn1c(SCC(=O)NC2=NCCS2)nnc1C(C)NC(=O)c1ccccc1Br (centres undefined) | -21% | -8% | 17 | -14% | 15% | -4% | -5%
CC(C)c1nnc(NC(=O)CCC(=O)NC2CCCc3ccccc32)s1 (centres undefined) | -20% | -1% | 12 | -17% | -9% | 3% | -3%[2.32 µM]
O=[N+]([O-])c1c(N2CCN(CCO)CC2)nc2ccccn12 | 14% | 4% | -29 | -1% | -3% | 3% | -5%
COc1ccc(C(O)c2nccn2Cc2ccccc2)cc1OC (centres undefined) | -2% | 2% | -31 | 4% | -4% | 1% | 15%
CCCCNC(=O)Cn1c(-c2ccc(OC)cc2)noc1=O | -12% | -4% | 1 | -9% | 18%[11.4 µM] | 3% | 11%
CC(C)(C)C(Cn1ccnc1)NC(=O)c1ccc2nc(C3CC3)oc2c1 (centres undefined) | 1% | -2% | 47 | 4% | 6% | -6% | -20%
Cc1cc(NC(=O)CSc2nccn2-c2cccc(F)c2)no1 | -11% | -6% | 19 | / | / | / | -9%
O=C(NCCO)c1cccc(-c2cccc3nncn23)c1 | / | 6% | 7 | / | / | / | 30%
COc1ccccc1NC(=O)c1cccc(S(=O)(=O)N2CCCCCC2)c1 | / | -3% | -29 | -15% | 7% | / | /
CCC(=O)Nc1c2c(nn1-c1cccc(Cl)c1)CS(=O)(=O)C2 | -5% | -3% | -29 | -12% | -12% | 3% | -2%
CCOC(=O)C(=O)c1c(C)cc2ccccn12 | 4%[11.4 µM] | -5% | -32 | ? | 0% | -1% | -7%
CC(=O)C1=C(NC(=O)c2ccc(C(F)(F)F)cc2)C[C@@H]2[C@H]1C2(C)C | -22% | 1% | ? | -1% | 12% | 8% | -12%
COc1ccc(C2/C=C\CN(C(=O)c3ccccc3)CC(=O)N2Cc2cccc(F)c2)cc1 (centres undefined) | 54% | 2% | 22 | / | / | / | 2%
O=C(Nc1ccc(-c2n[nH]c(=S)o2)cc1)c1ccccc1 | -24% | ? | -3 | -6% | -7% | -9% | 41%[activator]
N=C1C(c2ccccc2)=C(O)CN1CCO | -14% | 2% | -23 | 6% | 18% | -1% | 64%[activator]
Fc1ccc(CNc2nc3ccc(Cl)cc3n3nnnc23)cc1 | / | -6% | 27 | 6% | -8% | / | /
CNC(=O)Oc1cc2c(cc1C(C)(C)C)CCC2 | / | -2% | -39 | / | / | / | -7%
CC(=O)C1=CCC(c2ccc(Br)cc2)N(S(=O)(=O)c2ccc(C)cc2)C1 (centres undefined) | / | -1% | -38 | / | / | / | -3%
Clc1ccccc1CSC1=NCCN1 | -21% | -3% | 3 | -3% | -23% | 0% | -10%
O=C(COc1ccccc1)Nc1ccncc1 | -7% | 5% | -35 | -2% | 0% | -4% | 18%
CC(C)OCCOc1ccc2oc(-c3ccco3)cc(=O)c2c1 | 3% | -2% | 8 | ? | 1% | -10% | -10%
C=CCN1C(=O)C(O)(CC(=O)c2ccccn2)c2ccccc21 (centres undefined) | -2% | -5% | 51 | -3% | / | 0% | 2%
O=C(Cc1ccc([N+](=O)[O-])cc1)NNC(=O)c1ccc2c(c1)OCO2 | -7% | -14% | -2 | 0% | 3% | -10% | 63%[activator]
CCN(CC)S(=O)(=O)c1nnc(NC(=O)c2ccc(Br)cc2)s1 | / | -3% | -2 | 21% | 3% | / | /
COc1ccc(C(C)(O)c2nc(-c3cccc(C(F)(F)F)c3)cs2)cc1 (centres undefined) | / | -15% | -67* | / | / | / | 15%

Complete entries from above. Order of screens: AmpC inh no detg, Tb PYK inh, HCMV antiviral, AmpC detergent, Sm TGR block, LmPK inh, AMA1-RON2 inh
Listed for COc1ccc(C2/C=C\CN(C(=O)c3ccccc3)CC(=O)N2Cc2cccc(F)c2)cc1 (centres undefined) : 54%, 2%, 22, /, /, /, 2%
Listed for CCOC(=O)C(=O)c1c(C)cc2ccccn12 : 4%[11.4 µM], -5%, -32, ?, 0%, -1%, -7%
Listed for CCN(CC)S(=O)(=O)c1nnc(NC(=O)c2ccc(Br)cc2)s1 : /, -3%, -2, 21%, 3%, /, /
Listed for O=C(COc1ccccc1)Nc1ccncc1 : -7%, 5%, -35, -2%, 0%, -4%, 18%
Listed for CC(=O)C1=CCC(c2ccc(Br)cc2)N(S(=O)(=O)c2ccc(C)cc2)C1 (centres undefined) : /, -1%, -38, /, /, /, -3%

(listing goes on)
SMILES | AmpC inh no detg | Tb PYK inh | HCMV antiviral | AmpC detergent | Sm TGR block | LmPK inh | AMA1-RON2 inh
NS(=O)(=O)c1cccc(NC(=O)COC(=O)c2cc(Cl)ccc2[N+](=O)[O-])c1 | -31% | -5% | -37 | -1% | -29% | 1% | 13%
Cc1ccc(C)c(OCCC(=O)OCC(=O)NCCNC(=O)COC(=O)CCOc2cc(C)ccc2C)c1 | 228%[activator] | 2% | 12 | ? | 0% | / | 16%
Cc1c(C(=O)O)sc2nc(SCC(=O)Nc3ccc(S(=O)(=O)NCCCC(=O)O)cc3)[nH]c(=O)c12 | -11% | -27% | 35 | 8% | 23% | ? | 11%
Cc1ccc(C(=O)/C=C/c2ccc3ncccc3c2)cc1 | 50% | -2% | 17 | ? | 0% | -4% | -5%
COCCCN(C(=S)NC(=O)C(C)(C)C)c1c(N)n(Cc2ccccc2)c(=O)[nH]c1=O | -15% | 5% | -28 | 10% | 1% | -1% | 60%[activator]
O=C1C2ON(c3ccccc3)C(c3ccccn3)C2C(=O)N1c1ccc(Br)cc1 (centres undefined) | 26% | -8% | 20 | ? | 3% | 2% | 0%
O=C(COC(=O)c1ccc(NS(=O)(=O)c2ccc(Br)s2)cc1)NC1CCCC1 | -39% | 5% | -13 | -5% | -19% | 2% | 5%
CCC(=O)N(Cc1cccs1)C1CCOC(C)(C)C1 (centres undefined) | -1% | -7% | -18 | -8% | -5% | -2% | -18%
CCOc1ccc(C(C)(N)C(=O)O)cc1 (centres undefined) | -17% | 9% | 43 | ? | -1% | -3% | 34%[activator]
CCc1cccc(NC(=O)CCS(=O)(=O)c2ccc3c(c2)NC(=O)CO3)c1 | -26% | 0% | 0 | -11% | 0% | 6% | 21%
Cn1c(SCC(=O)c2ccccc2)nc2cccnc21 | -12% | -5% | ? | -1% | 7% | 3% | -7%
O=S(=O)(Nc1ccc(Cl)cc1)c1ccc(N2CCOCC2)c(NC(=S)NC2CC2)c1 | -21% | -21% | -32 | 1% | -3% | -1% | 46%[activator]
Cc1cc(C)c(NC(=O)CSc2nnc(Cc3cccn3C)n2-c2ccc(F)cc2)c(C)c1 | 78%[activator] | -2% | -16 | 3% | ? | 0% | -4%
O=C(Nc1ccccc1)C1=C[C@@H](c2ccc3c(c2)OCO3)C[C@@H](OCCCCO)O1 | / | -2% | -3 | / | / | / | -7%
CC(=O)c1cccc(NC(=O)COC(=O)COc2ccc(Cl)cc2)c1 | -24% | 2% | -36 | -1% | -2% | 2% | -13%
O=C(NNC(=O)c1c(F)cccc1F)c1sccc1-n1cccc1 | -18% | 2% | -37 | -8% | 0% | 2% | 84%[activator]
COCCCN1C(=O)C(CC(=O)NCc2cccc3ccccc23)CC(C(=O)N(C(C)C)C(C)C)=C1C (centres undefined) | / | -16% | 14 | / | / | / | 13%

Assay outcomes as filed in PubChem.
